# Screening results as filed in PubChem.
# MrgX1 antag: antagonists of human MrgX1 receptor, primary screen, HEK293 cells, Fluo-4 calcium flux; Mas-related G-protein coupled receptor member X1 (Homo sapiens), Q96LB2; BAM8-22 antagonism; stronger effect = lower value; B-score at 10 µM; hit rate 1.3% among 310,000; AID 588676, 2011;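 active means calcium-response B-score plate-corrected more than 3 library SD below zero, starting fluorescence within 5 deviations, no agonist response on first addition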;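 further: peak minus trough fluorescence over baseline after final BAM8-22 challenge near maximal dose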
# Target sequence (Q96LB2 whole entry, looked up): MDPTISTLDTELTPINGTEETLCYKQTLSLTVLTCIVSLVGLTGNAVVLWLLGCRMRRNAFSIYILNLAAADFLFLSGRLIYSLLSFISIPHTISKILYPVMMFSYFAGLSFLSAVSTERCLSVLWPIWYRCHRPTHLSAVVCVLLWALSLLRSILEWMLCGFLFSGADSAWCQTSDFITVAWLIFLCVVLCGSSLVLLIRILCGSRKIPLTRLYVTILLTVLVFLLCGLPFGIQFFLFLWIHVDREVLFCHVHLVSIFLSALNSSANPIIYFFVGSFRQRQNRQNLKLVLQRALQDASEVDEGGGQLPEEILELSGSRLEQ
# TRPC6 activator: mouse TRPC6 channel activators, primary screen, cell-based, HEK293, membrane potential dye. HEK293-TRPC6 membrane potential dye fluorescence; stronger effect = higher value. B-score at 10 µM. hit rate 0.13% among 310,000;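 active means B-score of the integrated fluorescence ratio above library mean plus 3 SD, and starting fluorescence ratio within library mean plus 5 SD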;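 further: higher score means more depolarization so channel activation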
# TRPC4 agonist: activators of mouse TRPC4 channel, primary screen, Fluo4 calcium, HEK293 TRPC4beta/mu-opioid cells; Fluo4 calcium fluorescence; stronger effect = higher value; hit rate 0.49% among 310,000; B-score at 10 µM; Short transient receptor potential channel 4 (Mus musculus), Q9QUQ5;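 active means B-score above 5 SD of library B-scores, and initial fluorescence ratio not above library mean plus 5 SD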;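 further: positive B-score marks a calcium rise read as TRPC4 activation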
#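 Incubation: 45 min room-temperature Fluo4 loading, 110 s read / System: HEK293 cells stably co-expressing mouse TRPC4beta and mu-opioid receptor / Signal: Fluo4 fluorescence, kinetic / Control set: buffer (low) and maximal DAMGO (high) / Measure: integrated baseline-normalised fluorescence ratio, converted to per-well B score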
# TRPC6 inh: mouse TRPC6 channel inhibitors, primary screen, cell-based, HEK293, membrane potential dye; Short transient receptor potential channel 6 (Mus musculus), Q61143; ACh-evoked depolarization; stronger effect = lower value; B-score at 10 µM; hit rate 1.1% among 310,000; AID 2553, 2010;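 active means B-score under library mean minus 3 SD, initial fluorescence not abnormally high, positive integrated signal ratio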;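 further: B-score derived from integrated fluorescence ratio over the kinetic read; more negative B-score means stronger inhibition of depolarization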
# aSyn 5UTR inh: MLPCN primary screen, SNCA 5' untranslated region; alpha-synuclein 5'UTR reporter, inhibitor activity; inhibition, % (tested at 7.5 µM); hit rate 0.82% among 300,000; AID 1813, 2009; in the data active means inhibition above about 60%;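 further: H4 neuroglioblastoma cells stably carrying SNCA 5'UTR luciferase fusion; 0% = DMSO wells and 100% = positive control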
# SKKanGAS inh: S. pyogenes SKKanGAS growth inhibitors in kanamycin, primary screen, streptokinase expression inhibitor project, SKKanGAS strain, BacTiter-Glo luminescence; 6 h; AID 1662, 2009; inhibition, % at 7.5 µM; hit rate 1.3% among 300,000;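 active means mean replicate score, as percent of positive control median, at least 50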;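 further: strain carries kanamycin resistance gene driven by streptokinase promoter and grows in 40 µg/ml kanamycin; loss of luminescence reflects streptokinase promoter inhibition or plain growth inhibition; 0% = median of DMSO wells and 100% = positive control at its reference dose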
# TRPC4 PAM: positive allosteric modulators of TRPC4, primary screen, cell-based, mouse TRPC4beta, HEK293 mu-opioid, Fluo-4 calcium; AID 2227, 2009; hit rate 0.42% among 310,000; B-score at 10 µM; Short transient receptor potential channel 4 (Mus musculus), Q9QUQ5; DAMGO EC20, Fluo-4 Ca2+ flux; stronger effect = higher value;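 active means B-score of calcium response area above 5 SD of library B-scores, with initial fluorescence ratio within 5 SD of library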;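 further: B-score of integrated fluorescence ratio over time as area under calcium response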
# TRPC4 inh: inhibitors of mouse TRPC4 channel, primary screen, Fluo4 calcium, HEK293 TRPC4beta/mu-opioid cells; DAMGO-evoked Fluo4 calcium flux; stronger effect = lower value; B-score at 10 µM; hit rate 0.39% among 300,000;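 active means B-score over 3 SD under the library average, no early fluorescence shift, positive overall ratio signal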
#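 Assay system – HEK293 line stably carrying TRPC4beta and mu-opioid receptor · Doses – single dose · Detection – Fluo4 calcium-dye fluorescence, kinetic read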
# IEC-6 cytotox: cytotoxicity in IEC-6 intestinal epithelial cells, primary screen, cytotoxicity control for KLF5 inhibitor project, cell-based, luminescence; IEC-6 cytotoxicity, luminescence viability; inhibition, % at 5 µM; hit rate 0.78% among 290,000; AID 1825, 2009; in the data active means inhibition above about 22%;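 further: 0% = plate median of test compound wells and 100% = cytotoxic reference compound wells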
# KLF5 inhibitor: KLF5 expression inhibitors, primary screen, DLD-1 cells, luminescence; DLD-1 KLF5 promoter-luciferase reporter; inhibition, % at 5 µM; hit rate 0.23% among 290,000; AID 1700, 2009;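 active means inhibition above a per-plate limit of that plate's mean compound inhibition plus 3 SD, cut at about 60% in these data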;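 further: 0% = DMSO wells and 100% = LY294002 at 200 µM; higher means less KLF5 promoter-driven luciferase light; inactives centre near -14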
# HIF activator: HIF pathway transcriptional activators, primary screen, cell-based, U2OS HRE-luciferase, luminescence; activation, % at 7.5 µM (by protocol); hit rate 0.32% among 300,000; AID 1910, 2009; U2OS HRE-luciferase reporter; normalized: DMSO 0%, desferrioxamine 100%;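 active means mean activation of at least 10% of the iron chelator positive control signal, with at least half of replicates also reaching 10%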
# The depositor's hits bear a star; i = inactive; . = no result given.
1	COc1ccc(-c2cc(C(=O)Nc3ccc(OC)cc3OC)no2)cc1
2	O=[N+]([O-])c1ccccc1/C=N/NC1=NCCCCC1
3	Cc1cccc(-c2n[nH]c(S(C)(=O)=O)c2C#N)c1
4	CCCC(=O)n1nc(-c2ccc(Cl)cc2)nc1SC
5	CCOC(=O)c1c(C)n(C)c2ccc(OC(=O)c3ccco3)cc12
6	Cc1ccc(S(=O)(=O)NC(CC(=O)NCC2CCCO2)c2ccco2)cc1 (stereo unspecified)
7	CCOC(=O)N1CCC(NC(=O)C2CCN(S(=O)(=O)c3cccs3)CC2)CC1
8	CCOCCCNC(=O)C(NC(=O)c1ccc2c(c1)OCO2)c1ccc(Cl)cc1 (stereo unspecified)
Screen / compound no.	1	2	3	4	5	6	7	8
MrgX1 antag	i	i	i	i	i	i	i	i
TRPC6 activator	i	i	i	i	.	i	i	i
TRPC4 agonist	i	i	i	i	.	i	i	i
TRPC6 inh	i	i	i	i	.	i	i	i
aSyn 5UTR inh	-1	-173	4	-84	19	7	-12	7
SKKanGAS inh	5	-7	-2	-4	1	-6	0	-1
TRPC4 PAM	i	i	i	i	.	i	i	i
TRPC4 inh	i	i	i	i	.	i	i	i
IEC-6 cytotox	0	7	-2	-3	2	0	2	1
KLF5 inhibitor	-7	-33	-28	-24	-13	-9	0	-3
HIF activator	1.5	1.8	0.2	2.1	-0.3	-0.2	-0.1	0.0

9	CCOC(=O)c1ccc(NC(=O)CSc2nc(=O)n(CCN3CCOCC3)c3c2CCC3)cc1
10	Cn1c(=NC(=O)COc2ccccc2)sc2ccccc21
11	O=c1c2ccccc2nnn1COc1ccc(Cl)cc1Br
12	Cc1cc(C)n(-c2ccccc2C#N)n1
13	Cc1ccc(C)c(NC(=O)c2cc3c([nH]c4ccccc43)c(C)n2)c1
14	Cc1ccccc1Cn1ccc(NC(=O)c2nn(C)cc2[N+](=O)[O-])n1
15	Cc1ccc(-c2cccc(C(=O)NCc3ccccc3)n2)c2ccccc12
16	NNC(=O)CNC(c1ccccc1)c1cc(Cl)ccc1NC(=O)c1ccccc1 (stereo unspecified)
Screen / compound no.	9	10	11	12	13	14	15	16
MrgX1 antag	i	i	i	i	i	i	i	i
TRPC6 activator	i	i	i	i	i	i	i	i
TRPC4 agonist	i	i	i	i	i	i	i	i
TRPC6 inh	i	i	i	i	i	i	i	i
aSyn 5UTR inh	1	-148	-154	-10	-5	-27	8	17
SKKanGAS inh	4	3	12	2	6	11	34	10
TRPC4 PAM	i	i	i	i	i	i	i	i
TRPC4 inh	i	i	i	i	i	i	i	i
IEC-6 cytotox	.	7	0	6	4	3	1	-3
KLF5 inhibitor	.	-100	-32	12	-25	-20	-52	-20
HIF activator	-0.1	3.0	4.1	-0.2	-0.2	-0.3	-1.3	-0.5

# Sorted by molar mass (highest first): part of the list above
9	CCOC(=O)c1ccc(NC(=O)CSc2nc(=O)n(CCN3CCOCC3)c3c2CCC3)cc1
16	NNC(=O)CNC(c1ccccc1)c1cc(Cl)ccc1NC(=O)c1ccccc1 (stereo unspecified)
11	O=c1c2ccccc2nnn1COc1ccc(Cl)cc1Br
1	COc1ccc(-c2cc(C(=O)Nc3ccc(OC)cc3OC)no2)cc1
15	Cc1ccc(-c2cccc(C(=O)NCc3ccccc3)n2)c2ccccc12
14	Cc1ccccc1Cn1ccc(NC(=O)c2nn(C)cc2[N+](=O)[O-])n1
5	CCOC(=O)c1c(C)n(C)c2ccc(OC(=O)c3ccco3)cc12
4	CCCC(=O)n1nc(-c2ccc(Cl)cc2)nc1SC
12	Cc1cc(C)n(-c2ccccc2C#N)n1
Screen / compound no.	9	16	11	1	15	14	5	4	12
MrgX1 antag	i	i	i	i	i	i	i	i	i
TRPC6 activator	i	i	i	i	i	i	.	i	i
TRPC4 agonist	i	i	i	i	i	i	.	i	i
TRPC6 inh	i	i	i	i	i	i	.	i	i
aSyn 5UTR inh	1	17	-154	-1	8	-27	19	-84	-10
SKKanGAS inh	4	10	12	5	34	11	1	-4	2
TRPC4 PAM	i	i	i	i	i	i	.	i	i
TRPC4 inh	i	i	i	i	i	i	.	i	i
IEC-6 cytotox	.	-3	0	0	1	3	2	-3	6
KLF5 inhibitor	.	-20	-32	-7	-52	-20	-13	-24	12
HIF activator	-0.1	-0.5	4.1	1.5	-1.3	-0.3	-0.3	2.1	-0.2

# More compounds follow:
17	C/C(=C\c1ccc(F)cc1)C(=O)c1c(C)cc(C)[nH]c1=O
18	CC(=O)c1ccc(N2CCN(c3ncccn3)CC2)cc1
19	O=C(CCN1CCOCC1)N1c2ccccc2Sc2ccc(Cl)cc21
20	C=CCNC(=O)C(=O)NCC(c1ccc2c(c1)OCO2)N1CCN(c2ccc(F)cc2)CC1 (stereo unspecified)
21	CCOC(=O)N1CCC(N2C(=O)c3ccc(C(=O)NCCOC)cc3C2=O)CC1
22	Nc1[nH]n2c(=O)c3c(nc2c1N=Nc1ccc(Cl)cc1)CCCC3
23	CN(C)Cc1ccccc1CCc1ccccc1
24	COc1cccc(CN(C)C(=O)c2ccccc2SCC(=O)N2CCCC2)c1
Screen / compound no.	17	18	19	20	21	22	23	24
MrgX1 antag	.	i	i	i	i	i	i	i
TRPC6 activator	i	i	i	i	i	i	i	i
TRPC4 agonist	i	i	i	i	i	i	i	i
TRPC6 inh	i	i	-5.2*	i	i	i	i	i
aSyn 5UTR inh	0	-125	13	-4	5	-17	-1	11
SKKanGAS inh	-6	-4	2	0	-1	83*	-3	0
TRPC4 PAM	i	i	i	i	i	i	i	i
TRPC4 inh	i	i	i	i	i	i	i	i
IEC-6 cytotox	-4	-3	0	-5	-6	2	.	.
KLF5 inhibitor	-15	-94	-35	-14	-15	-15	.	.
HIF activator	-0.1	1.2	0.5	0.3	-1.3	0.6	1.6	-0.3
